Screening results as filed in PubChem BioAssay.
TCR act – Activators of T cell receptors: qHTS campaign; primary human leukocytes, anti-CD3, IL-2 HTRF, 48 h; Potency, µM (top dose mostly 9.22 µM), inactives show at the highest dose activation of IL-2 secretion, actives largely listed as activators; 330,000 tested, under 10 active; AID 504894, 2011; note: % of control where 0% means no effect
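IL-2 release read by HTRF sandwich (Eu cryptate donor, d2 acceptor, 665 nm emission) after 48 hr exposure of primary human leukocytes to compound together with anti-CD3 beads in the absence of co-stimulatory signals.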
USP2a inh – qHTS Assay for Inhibitors of Ubiquitin-specific Protease USP2a Using CHOP2 as the Reporter; USP2 core, Ub-CHOP2 coupled fluorogenic reporter, 485/531; Potency, µM (series often up to 38.3 µM), inactives show at the top dose activity change, negative = inhibition, most hits filed as inhibitors; actives 0.01% (n = 330,000); AID 463254, 2010;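 note: potency is the fitted concentration of half-maximal effect; plate controls were DMSO wells for no effect and full inhibition by NEM control for full effect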
Target sequence (O75604 whole entry, looked up): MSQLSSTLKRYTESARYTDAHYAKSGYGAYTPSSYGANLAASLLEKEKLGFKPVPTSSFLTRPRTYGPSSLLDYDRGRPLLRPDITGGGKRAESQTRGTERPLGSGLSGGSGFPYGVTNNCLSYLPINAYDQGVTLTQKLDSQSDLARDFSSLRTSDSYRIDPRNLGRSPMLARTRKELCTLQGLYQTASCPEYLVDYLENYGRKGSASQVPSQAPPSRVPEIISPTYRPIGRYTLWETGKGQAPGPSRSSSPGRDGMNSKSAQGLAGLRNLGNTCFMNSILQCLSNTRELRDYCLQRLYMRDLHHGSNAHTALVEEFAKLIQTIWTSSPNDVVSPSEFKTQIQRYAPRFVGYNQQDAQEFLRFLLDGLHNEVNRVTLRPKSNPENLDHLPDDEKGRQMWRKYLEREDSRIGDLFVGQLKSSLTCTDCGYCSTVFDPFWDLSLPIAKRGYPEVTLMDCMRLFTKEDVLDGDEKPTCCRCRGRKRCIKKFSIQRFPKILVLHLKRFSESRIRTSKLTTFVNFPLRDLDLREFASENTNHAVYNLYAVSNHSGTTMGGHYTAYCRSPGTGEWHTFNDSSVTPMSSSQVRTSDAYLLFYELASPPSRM
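Cell-free coupled assay: 10nM USP2 core preincubated 30min RT with compound in Tris-HCl pH 8.0/CaCl2/CHAPS buffer, then 25nM Ub-CHOP2 and 25nM reporter substrate; fluorescence (Ex 485/Em 531) read after 60min RT, normalized to NEM inhibition, concentration-response curves fitted.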
Mito fusion yeast – qHTS Assay for Small Molecule Inhibitors of Mitochondrial Division or Activators of Mitochondrial Fusion | actives 0.23% (n = 320,000) | Potency, µM (series often up to 46.1 µM), without a hit: at the highest dose growth rescue (activation), most hits filed as activators | S. cerevisiae fusion-defective mutant growth rescue, CellTiterGlo 48 h;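 note: potency is the fitted concentration of half-maximal effect; % of control where 0% means no effect; nearly all actives have a fitted effect of over 45% in size; temperature-sensitive fusion mutants such as fzo1-1 at 37 °C on non-fermentable ethanol glycerol medium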
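Yeast fusion mutant, YPEG (non-fermentable carbon), compound, 48 h at 37C non-permissive; CellTiterGlo added, 10 min RT, luminescence read. Rescued growth = division inhibition.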
Tb PFK inh – qHTS Assay to Find Inhibitors of T. brucei phosphofructokinase | T. brucei PFK, ADP-Glo luminescence | actives 0.17% (n = 330,000) | Potency, µM (highest dose often 57.5 µM), without a hit: at the top dose activity, negative = inhibition, most hits filed as inhibitors | AID 485367, 2010 | ATP-dependent 6-phosphofructokinase (Trypanosoma brucei brucei), O15648;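 note: potency is the fitted concentration of half-maximal effect; 0% = uninhibited 1x PFK enzyme wells and -100% = no-enzyme wells; nearly all actives have a fitted effect of over 60% in size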
Target sequence (O15648 whole entry, looked up): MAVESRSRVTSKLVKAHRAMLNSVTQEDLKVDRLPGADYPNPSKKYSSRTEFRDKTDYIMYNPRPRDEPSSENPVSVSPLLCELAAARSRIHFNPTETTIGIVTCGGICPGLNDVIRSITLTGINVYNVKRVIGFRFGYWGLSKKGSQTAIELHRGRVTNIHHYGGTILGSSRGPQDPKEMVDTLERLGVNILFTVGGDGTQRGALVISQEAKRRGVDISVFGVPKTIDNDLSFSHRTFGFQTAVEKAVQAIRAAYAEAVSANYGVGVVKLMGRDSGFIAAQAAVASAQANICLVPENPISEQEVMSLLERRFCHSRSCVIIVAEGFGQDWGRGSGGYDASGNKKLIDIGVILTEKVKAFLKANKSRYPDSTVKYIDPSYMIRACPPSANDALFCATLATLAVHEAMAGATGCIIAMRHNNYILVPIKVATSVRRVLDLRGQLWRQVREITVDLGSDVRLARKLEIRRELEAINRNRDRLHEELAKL
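In TEA buffer at pH 8.0 with 5 mM MgCl2, enzyme (1.25 nM) converted F6P (0.5 mM) and ATP (0.1 mM) for 45 min at room temperature. ADP product was read by luciferase luminescence.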
BCR signal inh – qHTS Assay to Find Inhibitors of Chronic Active B-Cell Receptor Signaling; Potency, µM (highest dose often 46.1 µM), for inactives: at the highest dose ratio change, negative = lower green/red ratio, usual class: inhibitors; ABC-DLBCL IkBa-CBG/CBR reporter, luminescence ratio, 4 h; actives 0.05% (n = 340,000); active = well fitted inhibition curve with a large enough effect in the signal ratio, with a control signal flat, not every such curve was filed as active; inconclusive = small, poorly fitted or top-dose-only effect, or effect the other way, or a change in a side signal; the % refers to the signal ratio;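 note: potency is the fitted concentration of half-maximal effect; plate controls were basal doxycycline-induced cells for no effect and cells given 10 µM MG132 for full effect; MG132 reads +100%, hits lower the ratio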
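Concentration-response series (up to 46 uM) were applied to TMD8 dual-reporter cells for 4 h at 37C with doxycycline. Green/red ratio, after filter-overlap correction, defined %Activity; red signal alone was normalised to basal cells and zero luminescence.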
uPA surface inh – qHTS for Inhibitors of Cell Surface uPA Generation; cell surface uPA generation assay, qHTS; Potency, µM (series often up to 38.3 µM), for the others: at the top dose activity change, negative = inhibition, hits mostly inhibitors; actives 0.31% (n = 330,000); active = well fitted inhibition curve with a large enough effect; inconclusive = small, poorly fitted or top-dose-only effect; inactive = no such curve, though single readings can be large or run the other way; tested in mouse RAW 264.7 cells; note: potency is the fitted concentration of half-maximal effect; % is set by controls: 0 for no effect and ±100 for the full control effect; nearly all actives have a fitted effect of over 55% in size
ELG1 repair inh – qHTS screen for small molecules that inhibit ELG1-dependent DNA repair in human embryonic kidney (HEK293T) cells expressing luciferase-tagged ELG1. HEK293T ELG1-luciferase reporter, luminescence, 16 h; DNA damage induced by 5-fluorouridine. Potency, µM (highest dose often 46.1 µM), for the others: at the highest dose activity change, negative = inhibition, most hits filed as inhibitors. actives 2.3% (n = 330,000). AID 504467, 2011; note: potency is the fitted concentration of half-maximal effect; % is set by controls: 0 for no effect and ±100 for the full control effect; nearly all actives have a fitted effect of over 55% in size
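Quantitative HTS, concentration-response format. 2,000 cells/well co-treated with 5-fluorouridine and compound, 16 hr in 5% CO2 at 37 °C; ONE-Glo luminescence read after 30 min.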
B2AR arrestin – qHTS assay of beta-arrestin-biased ligands of beta2-adrenergic receptor; Beta-2 adrenergic receptor (Homo sapiens), P07550; beta-arrestin recruitment to beta2AR, cell-based reporter; Potency, µM (titrated, usually from 46.1 µM), without a hit: at the top dose activation, hits mostly activators; actives 0.02% (n = 330,000); AID 492947, 2010;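 note: potency is the fitted concentration of half-maximal effect; 0% = DMSO controls and full agonism = EC100 isoproterenol or metaproterenol; nearly all actives have a fitted effect of over 65% in size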
TSG101-PTAP inh – qHTS Assay for Iinhibitors of HIV-1 Budding by Blocking the Interaction of PTAP/TSG101 | Tumor susceptibility gene 101 protein (Homo sapiens), Q99816 | Fluorescence polarization, FITC-PTAP peptide / Tsg101 binding | Potency, µM (doses to about 115 µM), inactives show top-dose activity change, negative = inhibition, usual class: inhibitors | 340,000 tested, under 10 active; active = well fitted inhibition curve with a large enough effect in the main read-out, with a control signal flat, not every such curve was filed as active; inconclusive = small, poorly fitted or top-dose-only effect, or effect the other way, or a change in a side signal; inactive = no such curve, though single readings can be large or run the other way; note: potency is the fitted concentration of half-maximal effect; % of control where 0% means no effect
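FP read-out: FITC-PTAP peptide, 50 nM final, binding Tsg101 binding domain, 10 uM final; 20 min, r.t.; 10 mM HEPES pH 7.5, 0.15 M NaCl, 0.01% Tween 20, 3 mM EDTA, 0.1 mM TCEP.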
Eya2 inh – qHTS Assay for Inhibitors of the Phosphatase Activity of Eya2. Protein phosphatase EYA2 (Homo sapiens), O00167. recombinant Eya2, OMFP fluorescence dephosphorylation (OMFP is methylfluorescein phosphate). Potency, µM (highest dose often 76.9 µM), inactives show top-dose activity, negative = inhibition, most hits filed as inhibitors. actives 0.006% (n = 330,000); note: potency is the fitted concentration of half-maximal effect; % is set by controls: 0 for no effect and ±100 for the full control effect
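Eya2 (0.2 uM) preincubated 10 min at ambient with compound, then OMFP substrate added at 50 uM; 10 min reaction in 50 mM HEPES pH 7.5, 50 mM NaCl, 5 uM MgCl2, 0.05% BSA, 1 mM DTT. Fluorescence read at Ex 485/Em 525 nm.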
TSHR antagonist – Antagonists of the Thyroid Stimulating Hormone Receptor: HTS campaign | Thyrotropin receptor (Homo sapiens), P16473 | TSHR-expressing cells, TSH-stimulated cAMP HTRF, 2 h; hits give low values | activity change, negative = inhibition, % at 11.5 µM | actives 0.2% (n = 330,000);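 active = activity change below a set negative limit, meaning inhibition stronger than a set level, cut at about -70% in these data; inconclusive = activity change between two set negative limits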; note: % is set by controls: 0 for no effect and ±100 for the full control effect
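Read-out is FRET at 665 nm (cryptate excitation 337 nm) from a cryptate-tagged anti-cAMP antibody, competed by cell cAMP against cAMP-d2. Compounds are tested on freshly harvested TSHR cells challenged with 4nM TSH (EC80) for 2 hours at 37 deg C.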
Starred values were filed as active, the others as inactive; ? = inconclusive; . = no result given; [ ] = dose if it differs, or a comment. Unless noted, calls come from the whole dose curve; as a rule, active = well fitted curve in the direction sought with a large enough effect; inconclusive = small, poorly fitted or top-dose-only effect, or another doubt; inactive = no such curve, though single readings can be large; an effect the other way counts as inactive or inconclusive.

Fields: TCR act | USP2a inh | Mito fusion yeast | Tb PFK inh | BCR signal inh | uPA surface inh | ELG1 repair inh | B2AR arrestin | TSG101-PTAP inh | Eya2 inh | TSHR antagonist
- O=C(O)C(Cc1c[nH]c2ccccc12)NS(=O)(=O)c1ccc(Br)cc1 (configuration not stated)
→ -6% | -4% | 2% | -1% | -6% | 2% | -7% | -0.3% | 0% | 4% | 2
- CC1=CN(S(=O)(=O)c2ccc(C)cc2)C[C@@H]2[C@H]3CC[C@H](C3)[C@H]12
→ 6%[46.1 µM] | -1% | . | -3% | 5% | -3% | -5% | -0.4% | -5% | -2% | -16
- CCOc1ncccc1C(=O)OCC(=O)c1ccc(F)cc1
→ 0% | 2% | -8% | -6% | -1% | 1% | -8% | 0.0% | 1% | 7% | -8
- CCOC(=O)N/C(N)=N/c1nc2ccccc2s1
→ 1% | -3% | 1% | -8% | ? | -1% | ? | -0.3% | -7% | 1% | -4
- CC(=O)Nc1ccc(-c2ccccc2)s1
→ -7% | 0% | 0% | -8% | 0% | -1% | 8% | -0.2% | 1% | ? | 5
- O=C(NCc1cccnc1)c1ccccc1CCc1ccccc1
→ -1% | 1% | 7% | 0% | 4% | -8% | -7% | 0.0% | -3% | -20% | -2
- CC(NC(=O)Cn1nc(-c2ccccc2)ccc1=O)c1ccccc1 (configuration not stated)
→ 1% | -11% | -4% | -9% | 0% | -5% | 2% | -2.0% | 0% | 4% | 8
- O=C1CC2C(=O)NCCN2C(=NC(=O)c2ccccc2)N1 (configuration not stated)
→ . | 3% | -1% | 3% | 3% | 0% | 3% | -0.3% | -3% | 3% | 13
- CC(C)C[C@@H]1NC(=O)[C@H](Cc2ccc(O)cc2)NC(=O)c2cc([N+](=O)[O-])cc(I)c2NCCC[C@@H](C(N)=O)NC1=O
→ 4% | -1% | -1% | 3% | ? | 8% | 27% | -1.0% | 1% | 4% | -1
- Cn1cnnc1SCCNS(=O)(=O)c1ccccc1
→ 1% | 5% | -2% | -9% | 9% | 11% | 6% | 0.0% | -8% | 15% | 6
- CC(CO)(CO)NCc1ccc(-c2ccccc2)cc1
→ 1%[46.1 µM] | 1% | 0% | 5% | ? | 2% | 28% | 0.1% | -2% | -5% | 17
- COCc1c(C#N)c(NCc2cc(OC)c(OC)c(OC)c2)nc(C)c1[N+](=O)[O-]
→ -2% | 2% | 2% | -3% | 3% | -10% | 16µM* | 0.2% | -3% | -5% | -15
- Cc1cc(NC(=O)CO/N=C/c2ccc3c(c2)OCO3)ccc1Br
→ -2% | 1% | 5% | -2% | -1% | 10% | ? | -0.3% | 0% | 5% | -6
- CC(Sc1nnc(C2CC2)n1C)C(=O)Nc1ccc2c(c1)CCC2 (configuration not stated)
→ 5% | 0% | -4% | 1% | ? | 4% | -1% | -0.3% | 4% | 5% | -10
- Cc1ccc(N2C(=O)CC(N3CCN(c4ccccn4)CC3)C2=O)cc1 (configuration not stated)
→ -10% | 3% | -7% | 0% | 0% | -17% | -2% | 0.2% | -9% | -15% | 11
- CCc1c(C)nc(SCC(=O)Nc2ccc3c(c2)OCCO3)[nH]c1=O
→ -7% | 0% | 3% | -2% | ? | -1% | ? | -0.9% | -2% | -5% | -19
- CCOC(=O)c1c(NC(=O)CSc2n[nH]c(CNc3ccccc3)n2)sc(C)c1C
→ -5%[46.1 µM] | 0% | 2% | 2% | 6% | -6% | -30% | -1.0% | -1% | -14% | 0
- CCOC(=O)N1CCN(C(=O)CN(c2ccc(OCC)cc2)S(C)(=O)=O)CC1
→ 15% | -1% | 0% | 1% | 7% | 2% | 16% | 2.7% | -2% | -10% | 9
- CCn1ccnc1CNC(=O)CC1C(=O)NCCN1CC(c1ccccc1)c1ccccc1 (configuration not stated)
→ 3% | 1% | 2% | -3% | 0% | 0% | -3% | 8.1% | -2% | -1% | -13
- CCn1c(SCC(=O)N2CCN(c3ccccc3)CC2)nnc1-c1c[nH]c2ccccc12
→ 1% | 0% | -4% | 0% | -2% | 7.9µM* | 13µM* | -1.0% | -7% | 16% | -7
- CC(c1nnc(SCC(=O)Nc2cccnc2Cl)n1Cc1ccccc1)N(C)C (configuration not stated)
→ 3% | 0% | 0% | 0% | 0% | 0% | -16% | -0.3% | -3% | 4% | 5
- C=Cn1c(C(=O)O)cc(CC)c1-c1ccccc1
→ 3% | 0% | 17% | 5% | 11% | -3% | -2% | -0.2% | -3% | 13% | -12
- Cc1cc([N+](=O)[O-])c2c(c1C)C1C=CCC1C(c1ccccn1)N2 (configuration not stated)
→ . | 2% | -2% | -2% | 5% | . | -17% | -0.8% | . | -5% | -6
- O=C(COc1ccc(Cl)cc1)NCc1nnc(SCC(=O)N2CCCCCC2)o1
→ 3% | 2% | 16% | -16% | 3% | 3% | -9% | -1.2% | -7% | -13% | 26
- N#Cc1nc(-c2ccc(F)cc2)oc1NCCCn1ccnc1
→ . | -1% | -1% | 0% | -2% | . | 23% | -0.3% | . | 9% | -8
- COc1ccc(CC(=O)NCC2COc3ccccc3O2)cc1 (configuration not stated)
→ 5% | 0% | 5% | -4% | 5% | 9% | 5% | 0.1% | 0% | 10% | -4
- COc1cc(NC(=O)CCc2c(C)noc2C)c(Cl)cc1C(=O)O
→ 0%[46.1 µM] | 1% | . | -4% | 6% | 0% | -1% | -0.6% | 0% | 5% | -7
- Cc1ccnc(NS(=O)(=O)c2ccc(NC(=O)c3c(-c4ccccc4Cl)noc3C)cc2)n1
→ 0%[46.1 µM] | 2% | -5% | 0% | ? | 5% | 4% | -0.4% | -1% | 2% | 0
- CCN(CC)S(=O)(=O)c1cccc(C(=O)N[C@H](C(=O)Nc2nc3ccccc3s2)C(C)C)c1
→ -2%[46.1 µM] | 1% | -3% | 1% | ? | -16% | 13% | -0.3% | -5% | 5% | -13
- CSC1=NCCN1C(=O)c1c(-c2c(F)cccc2Cl)noc1C
→ -5% | -2% | 1% | -1% | -17% | -3% | 29% | 0.1% | -1% | -10% | 1
- CCCOc1ccc(N2C(=O)CC(NCCNc3ccc([N+](=O)[O-])cn3)C2=O)cc1 (configuration not stated)
→ -3% | 3% | 7% | 6% | 6% | 8% | 8% | -0.6% | 1% | 0% | -1
- CCCC(=O)Nc1nc2ccc(OC)cc2s1
→ 2% | 0% | 24% | -14% | ? | -15% | ? | 0.1% | -6% | 8% | 13
- O=C(C1CCCN(CCCc2ccccc2)C1)N1CCCCC1 (configuration not stated)
→ -9%[46.1 µM] | 2% | -2% | -1% | 1% | 3% | 4% | 0.4% | -6% | -5% | 11
- Cc1ccccc1NC(=O)c1cc(N)ccc1N1CCCCC1
→ -6% | -5% | 12% | -2% | 3% | . | 17% | 0.2% | -6% | -12% | -16
- CCN(C(=O)COC(=O)c1ccc(C)c(S(=O)(=O)N2CCOCC2)c1)C1CCS(=O)(=O)C1 (configuration not stated)
→ -2% | 2% | -4% | 0% | -12% | 3% | 29% | 0.1% | -1% | 10% | 19
- COc1ccc(NS(=O)(=O)c2ccc(NC(=S)NC(=O)c3cccnc3)cc2)nn1
→ 2% | 0% | 0% | ? | 2% | -1% | -15% | -0.3% | 1% | 10% | 12
- COc1ccc2c(C(=O)c3ccc(C)cc3)n(CCCC(N)=O)[n+]([O-])c2c1
→ -1% | 0% | -4% | -4% | 0% | 1% | 20% | 0.0% | -1% | -35% | -4
- COc1ccccc1C(=O)Nc1cccc(NC(=O)c2ccccc2C)c1
→ -2% | 1% | 22% | 4% | ? | -12% | ? | -0.7% | -2% | 8% | 18
